RAD54 inh – blocks human RAD54 Holliday junction branch migration; Q92698; FAM/BHQ fluorescence; inhibition, % at 10.4 µM; 0.14% of 360,000 active;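 active = mean normalized replicate activity at least 40 and at least half of replicates scoring 40 or more; inconclusive = only one of the two criteria met; inactive = mean below 40 and under half of replicates reaching 40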;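 also: 0% = median of neutral control wells and 100% = median of positive control wells; inhibitors cause a drop in the FAM fluorescence signal; in these data hits start at about 50%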
F508del corr – CFTR F508del correction in bronchial cells | 0.36% of 350,000 active | CFBE cells, YFP halide quenching; stimulated with forskolin plus potentiator P3; % fluorescence drop versus neutral controls | activity (quench increase), % at 7.58 µM | AID 720511;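 active = mean added fluorescence quench of at least 8% versus neutral control, with both replicates also reaching 8%; inconclusive = only one of the mean or replicate conditions met; inactive = mean below 8% and not both replicates reaching 8%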;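 also: cells transiently co-express mutant CFTR-F508del with the halide-sensitive YFP; corrector assay measuring rescue of mutant channel to the surface after 24 h compound exposure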
XiGFP reactiv – reactivates the inactive X chromosome in mouse fibroblasts | XiGFP mouse fibroblasts, % GFP-positive cells imaging, 3 d; cells co-treated with 5-aza-dC sensitizer; scaled so ellipticine positive control = 100% | 0.055% of 360,000 active | activation, % at 7.58 µM;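 active = mean normalized replicate activation at least 10% and every replicate at or above 10%; inconclusive = only one of the two criteria met; inactive = mean below 10% and not all replicates reach 10%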;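 also: 0% = median of on-plate neutral control wells and 100% = ellipticine 6 µM median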
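System: 68-5-11 XiGFP fibroblast line; Timing: 3 days compound exposure; Compound dosing: one concentration, pinned; Benchmarks: positive control ellipticine, 6 µM final; Buffer or medium: DMEM containing 5-aza-dC.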
E-sel inducer – induces E-selectin expression in human endothelial cells; HUVEC E-selectin immunofluorescence imaging; normalized: neutral wells 0, TNF-alpha wells 100; 0.37% of 260,000 active; activation, % at 7.58 µM;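 active = mean E-selectin-positive cell signal at least 10% of the positive control, reached in at least 60% of replicates, without over 20% cell loss; inconclusive = no rule given, readout overlaps actives, possibly toxicity-flagged; inactive = the rest, including those meeting only one limit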;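 also: in these data hits start at about 27%; measured in HUVEC primary endothelial cells; signal is the percent of cells scored E-selectin positive by PE staining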
Target sequence (P16581 whole entry, looked up): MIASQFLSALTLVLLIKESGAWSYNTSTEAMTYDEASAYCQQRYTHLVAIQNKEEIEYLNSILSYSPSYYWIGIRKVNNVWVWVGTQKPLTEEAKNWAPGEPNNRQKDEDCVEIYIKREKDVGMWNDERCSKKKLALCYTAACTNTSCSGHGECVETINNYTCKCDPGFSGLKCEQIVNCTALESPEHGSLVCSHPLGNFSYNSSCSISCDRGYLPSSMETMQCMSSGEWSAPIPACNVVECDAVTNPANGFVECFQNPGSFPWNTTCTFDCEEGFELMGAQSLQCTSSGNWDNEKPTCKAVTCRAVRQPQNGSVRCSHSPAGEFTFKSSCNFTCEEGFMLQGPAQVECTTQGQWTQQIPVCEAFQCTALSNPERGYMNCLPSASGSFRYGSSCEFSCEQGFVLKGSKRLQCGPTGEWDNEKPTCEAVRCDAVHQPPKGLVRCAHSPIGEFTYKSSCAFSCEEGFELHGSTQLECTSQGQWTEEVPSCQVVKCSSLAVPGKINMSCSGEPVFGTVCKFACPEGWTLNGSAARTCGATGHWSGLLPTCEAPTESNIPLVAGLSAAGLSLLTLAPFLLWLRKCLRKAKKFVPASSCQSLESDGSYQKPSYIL
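System: HUVEC / Compound: single concentration / Signal: immunofluorescence imaging / Read-out: percent E-selectin-positive cells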
DENV2 CPE – inhibitors of DENV2 cytopathic effect; DENV2-infected cells, cytopathic effect rescue, plate reader; CPE inhibition, % at 9.99 µM; 1.7% of 350,000 active; AID 651640; in the data active = CPE inhibition above about 20%, passing the limit was not always enough; inconclusive = no clear call, values can overlap the other calls; tested in BHK-21 cells;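 also: 0% = median of neutral control wells and 100% = median of positive control wells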
GSIS activator – primary screen for activators of insulin secretion dependent on glucose, INS-1E cells, GLuc reporter luminescence | INS-1E GLuc reporter insulin secretion, 2-3 h | activation, % at 16.6 µM | 0.61% of 370,000 active;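 active = lowest replicate activation of at least 40%, so every replicate reaches that level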;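 also: 0% = median of neutral control wells and 100% = median of IBMX positive control wells; some compounds called inactive have numbers as strong as hits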
RAD52 inh – inhibitors of human RAD52 DNA annealing | P43351 | inhibition, % at 18.7 µM | recombinant RAD52 DNA annealing, FRET fluorescence | 0.46% of 360,000 active | AID 651710;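 active = every replicate showing at least 50% inhibition; inconclusive = mean inhibition at least 50% but not in every replicate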
Target sequence (P43351 whole entry, looked up): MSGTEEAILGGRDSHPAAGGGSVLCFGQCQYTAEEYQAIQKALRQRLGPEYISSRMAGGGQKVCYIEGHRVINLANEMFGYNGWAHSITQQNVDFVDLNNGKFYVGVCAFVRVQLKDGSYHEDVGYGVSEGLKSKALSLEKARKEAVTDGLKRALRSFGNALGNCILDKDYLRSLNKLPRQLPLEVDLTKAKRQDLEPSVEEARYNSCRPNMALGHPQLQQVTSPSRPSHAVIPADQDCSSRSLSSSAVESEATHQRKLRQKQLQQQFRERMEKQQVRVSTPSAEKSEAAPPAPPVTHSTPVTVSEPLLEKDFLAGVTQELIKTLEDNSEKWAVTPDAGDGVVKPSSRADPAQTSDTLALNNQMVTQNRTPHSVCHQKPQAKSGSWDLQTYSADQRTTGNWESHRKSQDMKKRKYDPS
Casp6 inh – blocks human caspase-6 cleavage activity | inhibition, % at 12.5 µM | 0.53% of 350,000 active | AID 686996 | purified caspase-6, Z-VEID-R110 cleavage fluorescence | P55212;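 active = mean inhibition across replicates at least about 35%, with every replicate also reaching that limit, limit read from the data; inconclusive = only one of the two criteria met; inactive = neither criterion met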;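 also: 0% = median of neutral control wells and 100% = no fluorescence left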
Numbers without * were called inactive; ? = inconclusive; / = no result given.

SMILES | RAD54 inh | F508del corr | XiGFP reactiv | E-sel inducer | DENV2 CPE | GSIS activator | RAD52 inh | Casp6 inh
C[C@H]1CN([C@@H](C)CO)C(=O)c2cc(NS(=O)(=O)c3ccc(Cl)cc3)ccc2O[C@H]1CN(C)CC1CCCCC1 | 4 | 0.0 | -1.1 | 16 | 0 | -4 | 17 | 0
COc1ccc(CCNC(=O)CCCn2nc(C)c([N+](=O)[O-])c2C)cc1OC | -14 | -3.2 | / | 4.6 | / | 18 | -13 | 0
Cc1ccc(C)c(OCc2nc3ccc(S(=O)(=O)Nc4c(C)n(C)n(-c5ccccc5)c4=O)cc3[nH]2)c1 | -12 | 1.2 | 0.0 | / | -1 | -21 | -11 | 5
O=C(Nc1nccs1)c1ccc(COc2c(F)c(F)cc(F)c2F)o1 | 2 | -2.8 | 0.1 | 0.2 | -2 | / | -12 | 1
CC(C)Oc1ccc(CN2CCC2(C)C(=O)Nc2cnc3ccccc3c2)cc1 (stereo not given) | 14 | 4.1 | -0.1 | -0.9 | -6 | / | -15 | 1
O=c1c(-c2cc3ccccc3[nH]2)nc2ccccc2n1C(CCc1ccccc1)c1nc2ccccc2[nH]1 (stereo not given) | / | 3.1 | 0.1 | 1.6 | 2 | 5 | -22 | -2
O=C(CN1CCOCC1)NCC[C@H]1CC[C@@H](NC(=O)Nc2ccccc2)[C@@H](CO)O1 | 1 | -0.3 | 0.6 | -0.2 | 1 | 13 | -10 | -1
CCC(=O)N(C)C[C@@H]1[C@H](c2ccc(-c3ccccc3F)cc2)[C@H](CO)N1C(C)=O | 0 | -0.5 | 0.0 | 0.0 | 16 | -2 | -7 | -2
COCCCN=C1NN=C(c2cc(C)n(-c3ccccc3F)c2C)CS1 | / | 2.4 | 0.2 | 0.0 | -2 | 4 | -20 | -2
COCCn1c(SCC(=O)Nc2cc(C)on2)nc2ccccc2c1=O | -4 | 2.8 | 0.2 | -0.5 | -5 | 3 | -4 | -3
COc1ccc(C(=O)NC(=S)N2CCCc3ccccc32)cc1OC | 1 | -0.5 | 0.0 | / | 19 | -11 | -9 | 11
S=c1[nH]nc(-c2ccc(Br)cc2)n1-c1ccc2c(c1)OCCO2 | / | 3.1 | 0.3 | / | 0 | / | -8 | 1
COc1ccccc1C1C(C(N)=O)=C(C)Nc2nc(-c3ccc(Cl)cc3)nn21 (stereo not given) | 5 | 0.6 | 0.3 | -0.2 | 3 | 14 | -10 | 1
COCCn1c(SCC(=O)Nc2ccc(OC)cc2OC)nc2ccccc2c1=O | -1 | -1.7 | 0.2 | -0.1 | -2 | 22 | -8 | 0
O=C(O)c1ccc(CP(=O)(c2ccccc2)c2ccccc2)cc1 | -13 | 1.3 | 0.0 | / | ? | -3 | -6 | -1
Cc1c(C2=CCN(S(=O)(=O)c3ccc(Cl)cc3)CC2)c2ccccc2n1C | -8 | / | 0.0 | 0.3 | / | -21 | / | /
CC(C)C#Cc1ccc2c(c1)O[C@@H](CN(C)C(=O)c1cccc(F)c1)[C@H](C)CN([C@@H](C)CO)S2(=O)=O | 9 | 2.0 | -1.0 | 0.7 | 6 | -13 | 7 | 2
CNC[C@H]1Oc2c(NC(=O)Nc3ccc4c(c3)OCO4)cccc2C(=O)N([C@H](C)CO)C[C@@H]1C | 10 | -4.6 | 0.3 | -0.1 | 15 | 12 | -4 | 3
COc1ccc(N(CC(O)Cn2cnc3ccccc32)S(=O)(=O)c2ccc(C)cc2)cc1 (stereo not given) | 2 | / | 0.0 | -0.1 | 0 | -12 | -12 | 5
Cc1cc(=O)oc2c(C)c(OC(C)C(=O)NCc3ccccn3)ccc12 (stereo not given) | -1 | -2.1 | 0.2 | 4.0 | 5 | 26 | 2 | 1
Cc1noc(C)c1NC(=O)Nc1ccc2c(c1)C(=O)N([C@@H](C)CO)C[C@@H](C)[C@H](CN(C)Cc1ccncc1)O2 | -19 | 1.2 | -0.5 | 0.4 | 0 | 23 | -5 | -1
CCCNC(=O)N(C)C[C@H]1Oc2ncc(C#CC3CCCCC3)cc2C(=O)N([C@H](C)CO)C[C@@H]1C | -9 | -0.7 | 0.1 | -0.3 | 13 | -14 | 19 | 0
Cc1cc(S(=O)(=O)NCc2cccnc2)ccc1-n1cnnn1 | 0 | / | / | / | -11 | 6 | 2 | 0
Cc1occc1-c1nnc(SCC(=O)N2CCCCC2)n1C | -4 | 0.4 | 0.0 | -0.4 | 10 | 7 | -11 | 3
O=C([C@H]1[C@H](CO)[C@H]2Cn3c(ccc(-c4ccccc4F)c3=O)[C@H]2N1CC1CC1)N1CCCCC1 | -9 | / | 0.3 | -0.1 | 5 | -13 | 4 | 1
Continued.
SMILES | RAD54 inh | F508del corr | XiGFP reactiv | E-sel inducer | DENV2 CPE | GSIS activator | RAD52 inh | Casp6 inh
Nc1ccccc1S(=O)(=O)NC1=NCCCCC1 | 11 | -0.1 | 0.0 | 2.6 | / | 12 | / | /
CC(=O)Nc1cccc(NC(=O)C2CCN(C(=O)c3ccco3)CC2)c1 | 1 | 2.6 | -0.1 | -0.3 | 1 | -15 | -2 | 4
O=C(O)c1ccc(NS(=O)(=O)c2ccc3c(c2)C(=O)c2ccccc2C3=O)cc1 | / | -0.6 | 0.0 | / | -4 | 38 | -23 | 14
O=C1NC(c2ccccc2)=NC1(Nc1ccccn1)C(F)(F)F (stereo not given) | / | / | 0.0 | -1.3 | ? | -2 | -21 | 0
CCC(=O)NC(Nc1nc(C)cs1)(C(=O)OC)C(F)(F)F (stereo not given) | 8 | / | 0.0 | -0.1 | / | 23 | / | /
C[C@@H](NC(=O)N(C)C[C@@H]1OCc2ccccc2-c2ccccc2C(=O)N([C@@H](C)CO)C[C@@H]1C)c1ccccc1 | -4 | -1.4 | -0.6 | -2.6 | 1 | 4 | 0 | 0
CCC(=O)N(C)C[C@H]1Oc2ncc(C#Cc3ccccc3OC)cc2C(=O)N([C@@H](C)CO)C[C@@H]1C | -6 | 0.2 | 0.1 | 0.0 | -1 | -5 | -3 | 0
CCN(CC#CCC(O)(c1ccccc1)c1ccccc1)C(C)C | -2 | / | 0.7 | -0.1 | 10 | 8 | -9 | -3
Cc1ccc(S(=O)(=O)Nc2ccc3c(c2)C(=O)N([C@@H](C)CO)C[C@@H](C)[C@@H](CN(C)C(=O)Nc2ccccc2)O3)cc1 | 2 | -2.8 | 0.1 | 1.4 | / | -9 | / | /
C1CCN(c2nc3nonc3nc2N2CCCCC2)CC1 | / | -0.4 | / | / | 0 | / | -13 | 1
O=S(=O)(Nc1ncccn1)c1ccc(NC(=S)N2CCN(c3cccc(C(F)(F)F)c3)CC2)cc1 | 3 | -1.2 | -0.1 | 0.4 | -4 | -14 | -6 | 2
Cc1ccc(-c2cnc3c(c2)C(=O)N([C@H](C)CO)C[C@H](C)[C@@H](CN(C)C)O3)cc1 | -4 | -1.7 | 0.2 | -1.8 | -2 | 22 | -12 | 3
COc1cccc(-c2ccc([C@@H]3[C@@H](CO)N4CCCCN(Cc5cncnc5)C[C@@H]34)cc2)c1 | -2 | 0.7 | 0.1 | 0.2 | / | 4 | / | /
CCN(C(=O)COC(=O)CCC(=O)c1cccs1)c1ccccc1 | -10 | 2.5 | -0.1 | 1.2 | -3 | -8 | -21 | 3
Cc1ccc(OC(C)C(=O)Nc2ccccc2C(=O)NCc2cccnc2)cc1C (stereo not given) | 3 | 0.3 | 0.1 | 0.1 | 0 | -38 | 1 | 1
COc1ccc(S(=O)(=O)NCc2ccc3c(c2)OCO3)cc1C | -18 | -3.0 | / | / | -1 | 13 | -10 | 3
Cc1cc(=O)oc2c(C)c(OCC(=O)N3CCN(c4ccc(F)cc4)CC3)ccc12 | 0 | 0.6 | 0.0 | / | ? | -4 | -1 | 0
CCOC(=O)C1C(=O)OC(C)(C)C1C(C)C(=O)c1ccc(C)cc1C (stereo not given) | / | -4.2 | 0.2 | / | -1 | -2 | -16 | -6
Cc1ccccc1NC(=O)CN1C(=O)CSc2ccccc21 | 3 | -1.6 | -0.2 | 0.1 | -4 | 13 | -17 | -1
COc1cc(OC)cc(C(=O)N2CCN(C(=O)c3ccc(-c4ccccc4)cc3)CC2)c1 | / | 3.6 | 0.0 | / | -4 | -27 | 0 | 6
O=C(O)Cn1nc2c3c(cccc3c1=O)-c1ccccc1-2 | 10 | 4.6 | 0.0 | 1.7 | 9 | 14 | -8 | 2
Cc1ccc(C)c(S(=O)(=O)N2CCN(C(=O)Nc3ccccc3)CC2)c1 | 2 | 0.9 | 0.2 | 0.4 | ? | -10 | -6 | -2
Cc1cc(NCc2ccccc2)c2ccccc2n1 | 4 | 2.9 | 0.2 | / | 12 | 16 | -7 | -5
Cc1ccc(-n2nc3c(=O)n(CC(=O)NCCc4ccccc4C)nc(C)c3c2C)cc1 | 5 | 4.6 | 0.0 | 1.9 | -3 | -14 | -4 | -3
CNC(=O)C(=O)N/N=C/c1cccnc1 | / | 0.2 | 0.0 | 3.3 | 5 | 17 | -2 | -1
Additional results follow:
SMILES | RAD54 inh | F508del corr | XiGFP reactiv | E-sel inducer | DENV2 CPE | GSIS activator | RAD52 inh | Casp6 inh
O=C(Nc1cccc(Cl)c1)N1C[C@H]2[C@@H](c3ccccc31)[C@H](CO)N2Cc1cccnc1 | -6 | -3.3 | 0.0 | 0.1 | -2 | -5 | -7 | 2
O=S(=O)(Nc1ccccn1)c1ccc(C(F)(F)F)cc1Cl | 1 | 0.3 | 0.1 | 0.1 | -2 | 0 | -17 | 5
Cn1c(O)c(/C=C2\C=Nc3ccccc32)sc1=Nc1ccc(C(=O)O)cc1 | -6 | -0.3 | 0.3 | 15 | -5 | 11 | -54 | -3
NC(=O)N/N=C/c1c(Sc2nnnn2-c2ccccc2)nc2ccccn2c1=O | / | -1.2 | -0.1 | / | 1 | 11 | -9 | 6
CCCNC(=O)C[C@H]1CC[C@@H]2[C@H](COc3ccc(NC(=O)Nc4ccccc4)cc3C(=O)N2C)O1 | -1 | 0.0 | 0.0 | 0.1 | 2 | -4 | / | /
COc1ccc(OC)c(NC(=O)c2ccc(CN3CCc4ccccc4C3)cc2)c1 | 2 | 1.0 | 0.0 | / | -5 | -7 | -17 | -1
COc1ccc(Cc2n[nH]c(=S)n2N)cc1OC | -18 | -4.2 | -0.1 | -0.1 | -3 | 11 | -10 | 2
CCCN(CC(=O)Nc1ccccc1C)C(=O)C1CC(=O)N(Cc2ccccc2)C1 (stereo not given) | -6 | -2.6 | 0.0 | 1.9 | 3 | 4 | -1 | -1
O=C(CSC1=NCCN1)Nc1cccc(C(F)(F)F)c1 | / | 7.9 | -0.1 | 10 | 1 | -1 | -4 | 0
CN(Cc1nccn1C)C(=O)c1ccc(OC2CCN(CCc3ccccc3)CC2)cc1 | -2 | 1.2 | -0.1 | -0.2 | -1 | 4 | -24 | -8
COc1cccc(-c2ccc(NC(=O)C3CCCN(Cc4nccn4C)C3)cc2)c1 (stereo not given) | 6 | -2.0 | 0.0 | -0.8 | 4 | 9 | -9 | -9
Cc1cccc(C)c1NC(=O)C1c2ccccc2OCC(=O)N1Cc1cccnc1 (stereo not given) | / | 1.7 | -0.1 | / | -9 | 0 | -15 | 0

Taken from above for reference:
SMILES | RAD54 inh | F508del corr | XiGFP reactiv | E-sel inducer | DENV2 CPE | GSIS activator | RAD52 inh | Casp6 inh
O=C(Nc1cccc(Cl)c1)N1C[C@H]2[C@@H](c3ccccc31)[C@H](CO)N2Cc1cccnc1 | -6 | -3.3 | 0.0 | 0.1 | -2 | -5 | -7 | 2
O=S(=O)(Nc1ccccn1)c1ccc(C(F)(F)F)cc1Cl | 1 | 0.3 | 0.1 | 0.1 | -2 | 0 | -17 | 5
